Source: PubChem BioAssay
Rpn11 inh: inhibitors of human proteasome Rpn11. actives 0.59% (n = 360,000). calls only at 20 µM. AID 588493. human 26S proteasome, Ub4-pepOG fluorescence polarization; 20S core pre-blocked with epoxomicin;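 active = inhibition at 20 µM, scaled to each plate's controls, above about 33%, limit read from the data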
Target sequence (O00487 whole entry, looked up): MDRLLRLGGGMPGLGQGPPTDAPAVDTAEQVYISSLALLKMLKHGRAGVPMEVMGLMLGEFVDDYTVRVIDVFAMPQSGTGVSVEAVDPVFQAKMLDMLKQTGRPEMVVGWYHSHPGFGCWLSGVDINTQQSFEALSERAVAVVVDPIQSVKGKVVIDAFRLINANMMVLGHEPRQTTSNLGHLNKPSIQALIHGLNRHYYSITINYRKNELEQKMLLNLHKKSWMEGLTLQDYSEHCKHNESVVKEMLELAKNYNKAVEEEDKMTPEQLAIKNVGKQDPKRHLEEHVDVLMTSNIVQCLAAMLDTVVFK
SUMO1-SIM PPI: alters human SUMO1 binding to SIM partners; P63165; SUMO1 binding to a labelled peptide, TR-FRET, 1 h; inhibition, % at 20 µM; actives 0.33% (n = 360,000); in the data active = inhibition above about 37%
Scp1 inh: blocks human Scp-1 phosphatase activity | Recombinant Scp1, phosphopeptide, malachite green phosphate absorbance | inhibition, % at 20 µM | actives 0.88% (n = 340,000);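 active = inhibition above about 50% at 20 µM, limit read from the data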;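 also: plate controls were DMSO wells with enzyme for no effect and wells lacking enzyme for full effect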
Target sequence (Q9GZU7 76-261 limits assumed): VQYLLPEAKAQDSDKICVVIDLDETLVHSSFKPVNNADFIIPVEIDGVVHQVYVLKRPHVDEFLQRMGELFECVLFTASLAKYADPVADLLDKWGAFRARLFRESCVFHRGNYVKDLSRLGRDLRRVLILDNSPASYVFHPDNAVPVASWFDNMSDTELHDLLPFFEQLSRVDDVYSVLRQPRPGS
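Test system – truncated SCP-1 phosphatase (76-261aa) · Reagent – Phosphorylated 17-residue peptide substrate · Incubation – 45 min room-temperature reaction, 5 min colour, 30 min stabiliser · Detection – colorimetric phosphate reagent with accelerator and stabiliser, absorbance at 630 nm · Measure – % inhibition at 20 µM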
MsrA inh: inhibits bovine methionine sulfoxide reductase A | purified bovine MsrA, absorbance read-out | inhibition, % at 15.5 µM | actives 0.75% (n = 360,000) | AID 651718; in the data active = inhibition above about 4.5%;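 also: 0% = vehicle wells with enzyme and 100% = reference inhibitor wells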
LMPTP block: LMPTP (human) inhibition. P24666. recombinant LMPTP-A, OMFP fluorogenic substrate, fluorescence intensity. inhibition, % at 20 µM. actives 0.22% (n = 360,000). AID 651560;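 active = compounds that cut the enzyme signal by at least half of the control window in the single-dose screen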;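 also: plate controls were DMSO wells with enzyme plus substrate for no effect and substrate without enzyme for full effect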
Target sequence (P24666 whole entry, looked up): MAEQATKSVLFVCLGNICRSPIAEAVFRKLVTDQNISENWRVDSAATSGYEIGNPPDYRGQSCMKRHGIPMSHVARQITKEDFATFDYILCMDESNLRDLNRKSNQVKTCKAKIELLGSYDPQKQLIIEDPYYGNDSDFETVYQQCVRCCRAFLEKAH
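Material: LMPTP-A; amount: 0.625 nM enzyme; doses: single 20 µM dose; times: reaction 50 min, room temperature, dark; technique: fluorescence intensity of OMFP turnover product; benchmarks: no-enzyme and uninhibited controls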
CSN inh: blocks human CSN-mediated cullin deneddylation | Q92905 | AID 651999 | Purified CSN, SCF-Nedd8-OG deneddylation, fluorescence polarization | actives 0.38% (n = 360,000) | inhibition, % at 12.5 µM;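 active = pattern-corrected inhibition above about 35%, with an unprinted fluorescence ratio check between 0.5 and 1.5, limit read from the data, passing the limit was not always enough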;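 also: 0% = enzyme with substrate and 100% = substrate without enzyme; some results filed as inactive read as strong as hits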
Target sequence (Q92905 whole entry, looked up, one chain of several): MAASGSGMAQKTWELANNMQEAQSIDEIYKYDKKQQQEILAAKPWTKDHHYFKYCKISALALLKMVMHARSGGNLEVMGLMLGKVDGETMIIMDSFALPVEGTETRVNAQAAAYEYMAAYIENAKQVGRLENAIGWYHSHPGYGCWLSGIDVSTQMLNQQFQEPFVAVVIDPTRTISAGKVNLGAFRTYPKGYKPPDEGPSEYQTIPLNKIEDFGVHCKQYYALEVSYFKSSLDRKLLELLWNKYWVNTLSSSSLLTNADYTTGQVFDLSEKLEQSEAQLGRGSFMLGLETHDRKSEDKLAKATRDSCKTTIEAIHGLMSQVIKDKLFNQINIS
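Assay system: Purified human Csn5 enzyme expressed in HEK293T cells | Amount: Enzyme 0.24 nM | Measured by: Fluorescence polarization readout | Medium: Tris/NaCl/DTT buffer, pH 7.5 | Compound dosing: One concentration, 12.5 µM, 0.25% DMSO | Times: 90 min incubation of compound, enzyme and substrate at room temperature | Control set: no-enzyme wells high, enzyme-with-substrate wells low | Read-out: % inhibition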
STEP block: STEP (human) phosphatase inhibition; P54829; inhibition, % at 20 µM; AID 588621; recombinant STEP, OMFP fluorogenic substrate, fluorescence; actives 0.25% (n = 360,000);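 active = inhibition at 20 µM, scaled per plate between control wells, above about 37%, limit read from the data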;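 also: 0% = DMSO with enzyme and substrate and 100% = substrate only without enzyme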
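Also added – OMFP at 25 µM · Test system – STEP tyrosine phosphatase · Technique – FITC-channel fluorescence of OMFP product · Schedule – 20 min at room temperature, dark · Evaluation – control-normalized % inhibition with plate pattern correction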
Tb MetRS inh: blocks T. brucei methionyl-tRNA synthetase activity | purified T. brucei MetRS, ATP depletion, Kinase-Glo luminescence | inhibition, % at 11.9 µM | actives 0.4% (n = 360,000) | AID 624268;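 active = inhibition above a per-plate cutoff of the control wells' mean inhibition plus 3 SD, cut at about 5.5% in these data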;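 also: 0% = DMSO wells median and 100% = median of wells with control inhibitor compound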
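Material: T. brucei methionyl-tRNA synthetase, purified; reagent: substrates ATP, L-methionine and bulk Escherichia coli tRNA; dosing: 11.9 µM single point; timing: 15 min plus 2 h at 25 °C; detection: luminescence of leftover ATP; evaluation: % inhibition; control set: DMSO-only wells as low control; replicates: singlicate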
NadD inh: inhibitors of Staphylococcus aureus NadD | purified NadD enzyme, colorimetric absorbance read-out | actives 0.78% (n = 360,000) | inhibition, % at 20 µM; in the data active = inhibition above about 26%; also: some compounds past the cut are filed as inactive
DNMT1 block: blocks human DNA methyltransferase DNMT1. P26358. DNMT1 molecular beacon, Hinp1I cleavage, fluorescence. inhibition (reported as % activation of signal), % at 10 µM. actives 0.83% (n = 360,000); in the data active = inhibition above about 50%
Numbers without * were called inactive; i = inactive; . = no result given.

SMILES	Rpn11 inh	SUMO1-SIM PPI	Scp1 inh	MsrA inh	LMPTP block	CSN inh	STEP block	Tb MetRS inh	NadD inh	DNMT1 block
Cc1ccc(C(=O)Nc2ccc(N3CCN(C(=O)c4cccs4)CC3)cc2)c(Cl)c1	i	1	-6	-1.4	-0.3	3	0	-0.6	8	-1
Cc1ccc(C)c(N2CCN(S(=O)(=O)c3c(C)noc3C)CC2)c1	i	3	-6	0.7	1.2	1	1	0.0	-1	3
COc1ccc(NC(=O)CCCCCn2nnc3ccccc3c2=O)cc1	i	-8	14	0.6	-0.4	3	-2	-0.4	-4	2
CCOC(=O)c1ccc(Nc2nc(C)cc(C)n2)cc1	i	4	-11	-0.3	-0.1	2	0	-0.1	-8	-1
CC1=NN(C(N)=S)C(=O)C1N=Nc1cccc([N+](=O)[O-])c1 (configuration not stated)	i	-34	2	0.3	-0.9	-4	4	-0.4	-2	-6
O=C(Nc1nc(-c2ccccc2)ns1)c1cccs1	i	4	-8	1.8	0.8	-1	-6	0.2	-4	0
CC(=O)N(Cc1cc2c(C)cc(C)cc2[nH]c1=O)C1CCCCC1	i	0	4	1.7	-1.2	-4	-6	-0.5	0	3
COc1ccccc1NC(=O)CSc1n[nH]c(-c2cccnc2)n1	i	-6	4	1.6	-0.6	5	-1	0.1	-15	0
O=C(NC(=O)c1ccc(Cl)cc1)Nc1cc(N2CCCCC2)ncn1	i	-2	1	-1.3	0.7	10	0	-0.3	15	40
COc1ccc(NC(=O)CSc2nnc(Cn3cnc([N+](=O)[O-])n3)n2C)cc1	i	-21	-3	0.1	-1.4	2	-2	-0.5	-1	9
COCCNC(=S)NC1CC2CCC(C1)N2Cc1ccccc1 (configuration not stated)	i	0	-10	1.3	-0.9	-8	4	-0.4	-8	1
O=[N+]([O-])c1ccc(-c2nnc3cccc(Cl)n23)cc1	i	12	4	0.5	3.1	3	-1	-1.4	-8	4
COC(=O)C(NC(=O)C(C)Oc1ccccc1)C(C)C (configuration not stated)	i	-1	-3	.	-0.2	-1	9	-0.6	-7	1
COC(=O)Oc1c(Br)c(=O)oc2ccccc12	i	2	-6	.	-1.6	-5	-3	-0.1	2	1
Cc1ccc(O)c(NC(=O)c2ccco2)c1	i	3	-7	0.9	-0.8	1	0	-0.5	0	-1
CC(=O)NC(c1ccco1)c1cc(Cl)c2ccccc2c1O (configuration not stated)	i	-12	-5	1.7	0.9	0	0	1.0	-6	-8
Nc1cccc(NC(=O)c2cccs2)c1	i	-4	3	0.1	0.6	0	-4	-0.3	12	-3
CC/C(=N/NC(=O)c1ccc(Br)cc1)c1ccc(OCCN2CCOCC2)cc1	i	3	-4	0.2	-1.6	1	0	0.1	-1	0
C(=N\Nc1nc(-c2cccnc2)nc2ccccc12)/c1ccccc1	i	-11	-2	-0.2	4.7	-1	-1	-1.0	-5	-11
CSc1ccc(CNCc2ccc3c(c2)OCO3)cc1	i	-3	-1	-1.3	-1.8	-1	0	-1.3	-4	-1
COc1ccccc1CNC(=O)CN(C)CC(=O)Nc1cccc(F)c1	i	0	-8	-0.6	-1.7	3	-1	0.0	2	0
COc1cccc(N2C(=NC(=O)c3ccccc3)SC3CS(=O)(=O)CC32)c1 (configuration not stated)	i	-3	-10	0.8	-0.3	1	-3	-0.5	-2	0
CCN1CCN(C(=O)c2cc3c(=O)n4ccccc4nc3s2)CC1	i	-23	-1	2.7	-0.1	5	-3	-0.4	-6	1
Cn1c(SCC(=O)NCC2CCCO2)nc2c(c1=O)SCC2 (configuration not stated)	i	-5	-5	0.9	-1.1	2	2	-0.1	-1	0
COc1ccc(-c2cnc[nH]2)cc1	i	2	-5	-1.3	-0.7	-9	0	-0.4	3	3

Three structures from above, ordered by SMILES length, high to low:
SMILES	Rpn11 inh	SUMO1-SIM PPI	Scp1 inh	MsrA inh	LMPTP block	CSN inh	STEP block	Tb MetRS inh	NadD inh	DNMT1 block
Cn1c(SCC(=O)NCC2CCCO2)nc2c(c1=O)SCC2 (configuration not stated)	i	-5	-5	0.9	-1.1	2	2	-0.1	-1	0
COC(=O)C(NC(=O)C(C)Oc1ccccc1)C(C)C (configuration not stated)	i	-1	-3	.	-0.2	-1	9	-0.6	-7	1
Nc1cccc(NC(=O)c2cccs2)c1	i	-4	3	0.1	0.6	0	-4	-0.3	12	-3

Four entries drawn at random from those above:
SMILES	Rpn11 inh	SUMO1-SIM PPI	Scp1 inh	MsrA inh	LMPTP block	CSN inh	STEP block	Tb MetRS inh	NadD inh	DNMT1 block
Cc1ccc(O)c(NC(=O)c2ccco2)c1	i	3	-7	0.9	-0.8	1	0	-0.5	0	-1
COCCNC(=S)NC1CC2CCC(C1)N2Cc1ccccc1 (configuration not stated)	i	0	-10	1.3	-0.9	-8	4	-0.4	-8	1
COc1ccc(-c2cnc[nH]2)cc1	i	2	-5	-1.3	-0.7	-9	0	-0.4	3	3
O=C(Nc1nc(-c2ccccc2)ns1)c1cccs1	i	4	-8	1.8	0.8	-1	-6	0.2	-4	0

(cont.)
SMILES	Rpn11 inh	SUMO1-SIM PPI	Scp1 inh	MsrA inh	LMPTP block	CSN inh	STEP block	Tb MetRS inh	NadD inh	DNMT1 block
N#Cc1ccc(NC(=S)N2CCC3CC2c2cc(-c4ccc5c(c4)OCO5)ccc23)cc1 (configuration not stated)	i	9	.	0.5	5.1	-3	6	-0.2	12	-6
Cc1ccc(NC2Sc3ccccc3NC2=O)cc1Cl (configuration not stated)	i	0	-4	1.2	3.9	0	0	-0.6	12	-5
Cc1ccc(-n2nc3c(c2NC(=O)c2ccc4c(c2)OCO4)CSC3)c(C)c1	i	1	-11	0.0	1.3	6	13	-0.5	-1	3
CS(=O)(=O)c1ccc2nc(NC(=O)CCNC(=O)c3ccc([N+](=O)[O-])cc3)sc2c1	i	-29	2	0.1	-1.3	-1	3	0.0	0	-4
O=C(O)c1ccccc1NSc1ccccc1[N+](=O)[O-]	i	1	3	0.2	-1.2	0	4	0.2	3	-1
CCC(C)C(NC(=O)C(N)CC(C)C)C(=O)NC(CCC(=O)OCc1ccccc1)C(N)=O (configuration not stated)	i	0	-4	-0.3	-0.7	-1	-4	-1.0	-1	0
Cc1ccc(NC(=O)CCNC(=O)c2ccc(Br)cc2)cc1S(=O)(=O)N1CCCCCC1	i	9	-6	0.1	0.4	5	0	-0.4	-10	-9
COc1ccccc1C1C=C(c2ccc(Cl)cc2)Nc2nc(N3C(=O)CCC3=O)nn21 (configuration not stated)	i	-4	12	1.1	0.4	2	1	-0.2	7	12
CC(C)C(NC(=O)c1ccc(Cl)cc1)C(=O)NC1=NCCS1 (configuration not stated)	i	-2	-9	-0.8	-1.4	-5	-4	-0.7	5	2
O=C(OCC(=O)N1CCN(C(=O)c2ccco2)CC1)c1cc(-c2ccc(F)cc2)nc2ccccc12	i	-15	-3	1.3	2.3	0	0	-0.5	1	-9
COC(=O)[C@@]12CCCCN1[C@H](c1ccc(-c3ccc(C(C)=O)cc3)cc1)[C@H]1C(=O)N(C)C(=O)[C@H]12	i	-2	-6	-1.1	4.4	-1	-2	-0.3	1	-6
CN(C)C(=O)c1ccccc1Sc1ccc(Cl)cc1Cl	i	-2	-11	0.5	-0.1	-4	0	6.0*	2	1
O=S(=O)(NCCc1ccccn1)c1cc(Cl)cc(Cl)c1O	i	5	-2	0.7	-1.7	3	0	-0.2	-1	2
CCOC(=O)c1c(C)[nH]c(C)c1C(=O)CSc1nc(N)cc(N)n1	i	3	-4	1.0	2.3	-2	-1	-0.2	4	-17
Cc1ccc(N2CCN(C(=O)c3nn(C)c4c3CS(=O)(=O)c3ccccc3-4)CC2)c(C)c1	i	-2	-5	.	2.0	1	1	-0.1	2	1
COc1ccc(NC(=O)COC(=O)CCCC2=NS(=O)(=O)c3ccccc3N2)cc1Cl	i	-5	-9	-1.0	-0.7	-4	-2	1.2	-3	-2
COc1ccccc1OC(=O)c1ccc2nsnc2c1	i	-23	-5	0.9	0.9	-2	-2	-0.6	-8	3
S=c1nc(C2CC2)n(-c2ccccc2)[nH]1	i	2	-5	0.7	-0.4	2	3	-0.1	-2	-3
Cc1nnc(NCCc2ccccc2)n(N)c1=O	i	-3	-4	0.4	-1.6	-11	-1	-1.2	3	2
Cn1c(CN2CCCCC2)nc2cc(NC(=O)c3ccc(Cl)cc3)ccc21	i	3	-4	1.3	0.5	-1	0	-0.1	-4	-9
O=C(CSc1ncnc2sc3c(c12)CCC3)Nc1ccccc1C(=O)O	i	23	14	0.7	-1.1	-2	2	-0.3	7	9
CCN(CC(=O)Nc1c(F)cccc1F)C(=O)c1ccc(Cl)c(S(=O)(=O)N2CCCC2)c1	i	1	-1	-0.5	-0.3	4	1	-0.3	-6	3
Cc1c(N/C=C/C(=O)c2cccs2)c(=O)n(-c2ccccc2)n1C	i	-16	-5	1.0	-1.6	4	-1	-1.1	4	0
COc1cccc(NC(=S)NNC(=O)c2c([N+](=O)[O-])c(C)nn2C)c1	i	0	1	1.0	1.0	3	0	-1.3	-2	1
CCOC(=O)C1(Cc2cccc(F)c2)CCN(Cc2ccon2)CC1	i	-1	-5	-0.7	0.2	-3	0	-0.2	-5	2
Carrying on:
SMILES	Rpn11 inh	SUMO1-SIM PPI	Scp1 inh	MsrA inh	LMPTP block	CSN inh	STEP block	Tb MetRS inh	NadD inh	DNMT1 block
CCc1ccc(C(=O)CN2C(=O)NC3(CCCCCC3)C2=O)cc1	i	1	-2	-0.6	0.0	-2	2	-0.2	0	0
Cc1cc(C(=O)NCC(c2ccco2)N(C)C)ccc1[N+](=O)[O-] (configuration not stated)	i	-21	-20	0.5	-0.9	-2	0	-0.5	4	-2
Cc1ccc(-n2nc(C)c3c2OC(N)=C(C#N)C3c2ccncc2)cc1 (configuration not stated)	i	-12	-2	-0.3	0.7	0	-2	-0.2	-7	-1
CN1C(=O)N(CC(=O)N2CCN(c3ncccn3)CC2)C(=O)C12CCCCC2	i	4	-3	0.2	-0.8	0	2	-0.1	1	2
C/C(N)=C(/C#N)C(=O)COC(=O)c1cc(-c2cccc(Br)c2)nc2ccccc12	i	-9	3	0.1	4.5	-5	0	-0.2	-2	-28
O=C(CCN1c2ccccc2Sc2ccccc21)Oc1ccccc1	i	1	-7	2.1	4.7	-7	1	-0.3	8	-2
Cc1ccc(Nc2nc3c(s2)CCC3)c(C)c1	i	3	0	0.0	-0.9	0	3	-0.2	2	-8
C=CCC(NCc1ccccc1)c1ccccc1 (configuration not stated)	i	-1	-2	0.8	-1.1	0	-2	-1.7	-2	6
O=C(NCc1ccc2c(c1)OCO2)C1CCC(CNc2c(N3CCCC3)c(=O)c2=O)CC1 (configuration not stated)	i	-1	-7	-0.2	-0.1	-4	-2	-0.5	1	4
